High-throughput results deposited in PubChem BioAssay by several laboratories.
Fam108B inh = counter-screen for RBBP9 inhibitors: inhibitors of mouse Fam108B; recombinant Fam108B, FP-Rh probe fluorescence polarization; inhibition, % at 9.51 µM; actives 0.33% (n = 300,000);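 active = inhibition above the screen mean inhibition plus 3 SD, computed separately per campaign, cut at about 18% in these data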;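 also: inhibitors lower polarization as less probe binds the enzyme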
PME-1 primary = PME-1 (human) inhibition; Q9Y570; recombinant PME-1, FP-Rh probe fluorescence polarization; inhibition, % at 5.9 µM; actives 0.53% (n = 320,000);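 active = inhibition above the campaign mean of all compounds plus 3 SD, cut at about 26% in these data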;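 also: competitive labeling of PME-1 active site by serine hydrolase directed probe; 0% = PME-1 with DMSO and 100% = wells lacking PME-1 enzyme; inhibitors block probe labeling so polarization falls and inhibition rises; many of its hits are not listed in these tables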
Efflux pump inh = blocks antifungal efflux pumps in multiplex yeast assay | S. cerevisiae Candida pump triplex, Nile Red efflux | actives 0.44% (n = 330,000) | inhibition, % at 10 µM;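 active = plate passing quality check with inhibition over a set limit, or well fluorescence over plate mean plus 4 SD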;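 also: Nile Red retained in pooled yeast measured as flow cytometry median fluorescence; 0% = buffer negative control and 100% = Enniatin B positive control; higher means more Nile Red kept so more efflux inhibition; some compounds called inactive have numbers as strong as hits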
MEX-5 binding = C. elegans MEX-5 TCR-2 RNA binding activity. Q9XUB2. MEX-5/FITC-TCR2 RNA binding, fluorescence polarization; hits give low values. activity score (negative = inhibition of binding), % at 10 µM. actives 0.38% (n = 300,000);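 active = inhibition past about -25% in most replicates, and total fluorescence under double the plate's negative control median, limit read from the data; inconclusive = replicates evenly split on the limit, or fluorescence at least double controls; inactive = too little inhibition in most replicates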;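 also: 0% = DMSO and -100% = 5 µM competing unlabeled TCR2 RNA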
GRK2 aptamer HTS = blocks RNA aptamer binding to human GRK2; bead flow cytometry, FAM-aptamer displacement from GRK2; inhibition of aptamer binding, % at 10 µM; actives 0.59% (n = 330,000); AID 488847;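 active = inhibition of aptamer binding above 40%, roughly 3 SD of noise, on plates passing a quality check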;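 also: median bead fluorescence of bound FAM aptamer so fluorescent compounds give negative values; no value below 0 was filed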
BCLXL inh = blocks human Bcl-xL binding to Bim BH3 peptide | actives 0.7% (n = 320,000) | Q07817 | GST-Bcl-xL / FITC-Bim BH3 peptide fluorescence polarization | inhibition, % at 10.9 µM;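 active = inhibition above the mean of all tested compounds plus 3 SD, cutoff set per campaign, cut at about 30% in these data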;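 also: 0% = DMSO wells and 100% = unlabeled Bim-BH3 peptide competitor; inhibitors lower millipolarization by displacing the labeled peptide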
Target sequence (Q07817 whole entry, looked up): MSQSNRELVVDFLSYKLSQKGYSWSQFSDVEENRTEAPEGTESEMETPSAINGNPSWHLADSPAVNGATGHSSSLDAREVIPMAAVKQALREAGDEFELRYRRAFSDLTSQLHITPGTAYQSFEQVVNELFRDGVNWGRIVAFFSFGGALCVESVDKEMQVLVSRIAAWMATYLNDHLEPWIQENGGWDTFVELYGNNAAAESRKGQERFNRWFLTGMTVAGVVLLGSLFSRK
VLA-4 inh = inhibition in a human VLA-4 binding assay | P13612 | VLA-4 expressing cells, ligand binding flow cytometry | inhibition, % (about 7 µM as worked out from the volumes in the protocol) | actives 0.2% (n = 330,000); in the data active = inhibition above about 50%
GLD-1 RNA inh = GLD-1-TGE RNA interaction inhibition (C. elegans) | purified GLD-1 + fluorescein TGE RNA, fluorescence polarization | Q17339 | inhibition, % at 5.96 µM | actives 0.44% (n = 320,000);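 active = percent inhibition above a per-plate cutoff, the plate mean of test compounds plus 3 SD, cut at about 30% in these data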;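 also: 0% = DMSO wells with GLD-1 and probe and 100% = wells lacking GLD-1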
Target sequence (Q17339 whole entry, looked up): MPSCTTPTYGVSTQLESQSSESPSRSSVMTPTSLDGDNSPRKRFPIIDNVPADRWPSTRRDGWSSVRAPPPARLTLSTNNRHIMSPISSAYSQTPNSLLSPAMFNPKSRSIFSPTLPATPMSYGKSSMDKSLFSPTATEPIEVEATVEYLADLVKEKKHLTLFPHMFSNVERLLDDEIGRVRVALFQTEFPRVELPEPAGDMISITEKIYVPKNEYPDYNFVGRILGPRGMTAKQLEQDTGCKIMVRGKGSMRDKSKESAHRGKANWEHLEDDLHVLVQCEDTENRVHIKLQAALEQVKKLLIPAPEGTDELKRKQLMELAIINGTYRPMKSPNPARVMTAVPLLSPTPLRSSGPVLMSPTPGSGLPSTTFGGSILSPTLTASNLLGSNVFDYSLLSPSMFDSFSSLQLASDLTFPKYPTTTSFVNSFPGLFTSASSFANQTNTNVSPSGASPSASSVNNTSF
MCL1-BIM inh = disrupts human MCL1 binding to BIM-BH3 peptide; inhibition, % at 10.9 µM; GST-MCL1 / FITC-Bim-BH3 fluorescence polarization; actives 0.68% (n = 320,000); Q07820; AID 2057;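 active = inhibition above the mean inhibition of all tested compounds plus 3 SD, set per campaign, cut at about 40% in these data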;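 also: 0% = DMSO wells and 100% = unlabeled Bim-BH3 peptide control; higher means more loss of mP so more displacement of Bim peptide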
Target sequence (Q07820 whole entry, looked up): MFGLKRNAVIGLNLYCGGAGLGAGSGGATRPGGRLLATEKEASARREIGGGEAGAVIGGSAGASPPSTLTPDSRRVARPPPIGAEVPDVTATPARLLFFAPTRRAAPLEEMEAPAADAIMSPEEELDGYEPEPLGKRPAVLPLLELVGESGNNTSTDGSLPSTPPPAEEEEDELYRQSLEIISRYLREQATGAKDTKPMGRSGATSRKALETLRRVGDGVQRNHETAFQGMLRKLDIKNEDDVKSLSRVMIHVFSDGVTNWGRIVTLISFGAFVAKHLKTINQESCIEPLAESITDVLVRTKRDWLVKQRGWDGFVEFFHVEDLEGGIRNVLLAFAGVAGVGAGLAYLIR
* marks the source's active call; other numbers are inactive results; i = inactive; ? = inconclusive; nt = no result given. This is a subset, so the mix of outcomes need not match the whole.

SMILES	Fam108B inh	PME-1 primary	Efflux pump inh	MEX-5 binding	GRK2 aptamer HTS	BCLXL inh	VLA-4 inh	GLD-1 RNA inh	MCL1-BIM inh
COc1ccc(C(=O)N/C(=C\c2ccccc2)C(=O)Nc2ccc(C(=O)O)cc2)cc1	nt	nt	0.0	2.8	4	nt	23	nt	nt
CCn1cc(CNC(=O)C2CCC(=O)N(Cc3ccccc3F)C2)cn1 (stereo not drawn)	4	3	-0.1	1.0	2	5	0	6	7
Cc1ccc(-c2csc3ncn(CC#N)c(=O)c23)cc1C	13	1	-0.1	-1.3	86*	23	-18	4	59*
Cn1cc(CC(=O)N2CCN(c3ccccc3F)CC2)c2ccccc21	-1	0	0.3	1.8	1	4	-1	-2	3
Cc1c(C(=O)NCc2ccco2)oc2ccccc12	1	5	0.2	0.5	2	3	0	0	0
CN(C)c1ccc(C2CC(=O)OC3=C2C(=O)CC(C)(C)C3)cc1 (stereo not drawn)	1	-1	-0.1	-2.2	9	9	5	-4	14
CCc1ccc(OCCCCN(C)Cc2ccccc2)cc1	-1	-2	0.1	0.6	0	3	5	-8	11
Cc1ccc(-c2csc(NC(=O)c3ccc(-c4ccccc4)cc3)n2)o1	-13	-60	-0.3	-5.6	2	0	-18	3	13
CC(NC(=O)COc1ccccc1)C(=O)NCc1ccccc1Cl (stereo not drawn)	nt	nt	-0.1	nt	14	nt	11	0	nt
CCOC(=O)C1=C(C)NC(=S)NC1/C=C/c1ccccc1 (stereo not drawn)	1	8	-0.2	1.2	3	-4	16	3	1
Cc1ccc2c(CC(=O)N3CCN(c4ccccc4)CC3)coc2c1	0	3	0.4	-1.4	2	4	-5	1	-1
COc1ccccc1-c1cnn2c(N3CCOCC3)cc(C)nc12	4	-1	-0.1	0.9	0	7	6	3	7
CC(C)N1C(=O)CCC1C(=O)NCc1ccccc1Cl (stereo not drawn)	-4	-4	-0.1	-0.2	0	2	-19	8	5
C/C(N)=C(/C#N)C(=O)COC(=O)c1cc2c(s1)CCCC2	-6	3	-0.1	0.7	0	-5	5	6	3
O=Cc1ccc2noc(-c3ccc(Cl)cc3)c2c1	0	-2	0.0	-0.3	10	2	-15	-1	2
Cc1ccc(/C=N/NC(=O)c2ccco2)cc1	0	7	0.1	3.4	3	5	-1	1	9
CCOC(=O)N1CCC(C(=O)Nc2ccc(OCC)cc2)CC1	-1	3	0.1	0.2	0	5	-23	1	3
O=C(CNC(=O)c1ccc(Br)o1)NNC(=O)c1ccc(Br)cc1	nt	6	0.4	nt	0	-1	16	5	-2
CCOc1cc(CNn2cnnc2)cc(Br)c1OCC(=O)NC(C)(C)C	-2	4	0.4	-2.1	0	-3	11	-6	0
c1ccc(-c2ccc3[nH]ccc3c2)cc1	nt	6	0.0	nt	4	10	6	3	8
COc1cccc(CNC(=O)CCNS(=O)(=O)c2ccc(C)cc2)c1	2	-2	-0.2	-0.9	1	-6	-7	2	-3
O=C(Nc1cccc(NC(=O)N2CCN(c3ccccc3)CC2)c1)N1CCN(c2ccccc2)CC1	1	2	0.0	-0.2	0	7	-5	0	13
CCc1ccc(C(=O)CSc2ncn[nH]2)cc1	4	3	-0.1	6.4	0	-6	-18	-1	-5
Cc1cc(C)c(S(=O)(=O)Nc2ccccc2C(=O)OCC(=O)NCc2ccccc2)c(C)c1	0	16	0.0	2.6	0	-8	23	-1	-7
Cc1cc(/C=C(\C#N)C(=O)Nc2ccccc2)c(C)n1-c1ccc(C(=O)O)cc1	0	-2	-0.1	-0.9	2	15	4	9	13
CCC1S/C(=N/N=C/c2ccco2)N(Cc2ccc(F)cc2)C1=O (stereo not drawn)	2	2	-0.1	nt	5	-2	9	5	3
O=[N+]([O-])c1ccc(/C=C/C2=NN(c3ccccc3)C(c3ccco3)C2)cc1 (stereo not drawn)	-22	-48	3.2	nt	0	67*	i	-20	67*
CC1CCC(NC(=O)C2CCC(CNS(=O)(=O)c3cccc4cccnc34)CC2)CC1 (stereo not drawn)	-2	2	0.0	-2.9	1	4	8	10	2
COc1ccc(NC(=O)c2ccccc2S(=O)c2ccccc2C#N)cc1 (stereo not drawn)	1	0	0.4	4.3	0	-5	-4	2	-12
CC1(c2nnc(-c3cccc(Cl)c3)o2)CC(c2ccc(OC(F)(F)F)cc2)=NO1 (stereo not drawn)	-1	-5	0.0	-0.2	2	1	9	8	-3

Ordered by heavy-atom count (ascending): some entries from above.
SMILES	Fam108B inh	PME-1 primary	Efflux pump inh	MEX-5 binding	GRK2 aptamer HTS	BCLXL inh	VLA-4 inh	GLD-1 RNA inh	MCL1-BIM inh
c1ccc(-c2ccc3[nH]ccc3c2)cc1	nt	6	0.0	nt	4	10	6	3	8
O=C(CNC(=O)c1ccc(Br)o1)NNC(=O)c1ccc(Br)cc1	nt	6	0.4	nt	0	-1	16	5	-2
CCC1S/C(=N/N=C/c2ccco2)N(Cc2ccc(F)cc2)C1=O (stereo not drawn)	2	2	-0.1	nt	5	-2	9	5	3
COc1cccc(CNC(=O)CCNS(=O)(=O)c2ccc(C)cc2)c1	2	-2	-0.2	-0.9	1	-6	-7	2	-3
O=[N+]([O-])c1ccc(/C=C/C2=NN(c3ccccc3)C(c3ccco3)C2)cc1 (stereo not drawn)	-22	-48	3.2	nt	0	67*	i	-20	67*

The list goes on.
SMILES	Fam108B inh	PME-1 primary	Efflux pump inh	MEX-5 binding	GRK2 aptamer HTS	BCLXL inh	VLA-4 inh	GLD-1 RNA inh	MCL1-BIM inh
Cc1ccc(-c2nc(-c3cccnc3)no2)cc1	8	-5	-0.1	0.5	0	3	-13	-2	0
NC(=O)c1ccsc1NC(=O)CSc1nnc(NC2CC2)s1	nt	nt	-0.1	nt	2	nt	-9	1	nt
O=C1c2ccccc2COc2ccc(O)cc21	5	0	0.5	-5.3	2	15	7	8	18
O=C(NC(=O)N1CCCC1)c1csnn1	2	4	-0.1	0.1	0	1	8	1	-4
Cc1cc2c(c(N3CCOCC3)n1)C(=O)OC2	4	-2	-0.1	-1.5	0	4	-5	10	7
CCOCCc1nnc(NC(=O)Cc2c(F)cccc2Cl)s1	0	-2	-0.1	-2.4	1	7	8	0	5
COc1ccc(CN(C)CC(=O)Nc2ccccc2C(=O)NC2CC2)cc1F	nt	nt	-0.2	nt	0	nt	-14	-6	nt
CCc1nccn1S(=O)(=O)c1cc(OC)ccc1OC	-1	0	-0.1	-1.3	1	4	24	4	7
CCCCCCOc1ccc(/C=C/C(=O)N2CCOCC2)cc1OC	4	-4	0.0	-4.4	0	7	8	8	15
Cc1ccc(OCC(=O)Nc2cccc3c2CCCC3)cc1C	1	-5	0.0	0.1	0	0	0	1	-7
Cc1ccc(Cn2nnc3c(=O)n(CC(=O)NCc4ccccc4)cnc32)cc1	1	1	0.0	-4.1	3	4	12	4	5
CCCNC(=O)COC(=O)c1ccccc1C(=O)c1ccc(Cl)c([N+](=O)[O-])c1	-1	8	0.0	-0.2	0	1	11	3	-3
O=C(c1cn(-c2ccccc2)nc1-c1cccs1)N1CCN(c2ccccn2)CC1	-2	1	0.0	0.8	1	-1	0	5	-1
COc1ccc(C2=Nn3c(nnc3-c3ccccn3)SC2)cc1	-4	-2	-0.4	0.7	3	4	-15	3	5
CCSc1cc(C2C(C(=O)OC)=C(C)NC3=C2C(=O)CCC3)c(C)o1 (stereo not drawn)	-1	1	0.2	-1.0	1	6	3	7	-1
Cc1cc(/C=N/NC(=O)C(=O)N2CCCC2)c(C)n1-c1cccc(Br)c1	0	-7	0.0	-0.2	0	8	3	8	14
COc1cc(OC)c(C2Nc3ccccc3NC3=C2C(=O)CC(C)(C)C3)cc1OC (stereo not drawn)	-3	1	0.1	-1.4	0	4	13	5	10
Cc1ccccc1SC1CCN(Cc2nc(C3CC3)no2)CC1	0	7	0.0	-0.1	0	4	7	10	9
COc1cc(S(=O)(=O)N2CCN(c3ccccc3)CC2)ccc1Cl	1	5	0.2	0.1	0	1	22	-1	0
Cc1cc(C)cc(OCC(=O)Nc2ccc(S(=O)(=O)Nc3ccccn3)cc2)c1	1	0	0.1	0.2	1	-2	14	-1	-6
CCCOc1ccc2ccccc2c1/C=N/n1cnnc1	5	1	-0.1	-0.9	0	4	7	6	2
COc1cccc(NC(=O)CC2SC(=Nc3ccccc3)NC2=O)c1 (stereo not drawn)	-4	2	0.2	-0.1	0	3	9	-5	4
O=c1ccc2cc3ccoc3cc2o1	1	-1	0.0	-0.4	1	2	17	-5	4
CC(C)C(=O)NC(Nc1cccc([N+](=O)[O-])c1)C(Cl)(Cl)Cl (stereo not drawn)	-1	1	-0.1	-1.6	1	3	8	-3	-2
CCCOc1ccc(Cc2c(O)nc(SC)[nH]c2=O)cc1C	-4	1	0.4	-1.5	nt	4	16	5	4
OCC[n+]1ccc(/C=C/c2c[nH]c3ccccc23)cc1	-1	-4	2.5*	?	0	7	-210	50*	-67
O=C(COC(=O)c1ccc(F)cc1F)Nc1cccnc1Cl	nt	7	0.0	nt	0	8	21	6	2
O=P(COCCCCCOCP(=O)(c1ccccc1)c1ccccc1)(c1ccccc1)c1ccccc1	5	-1	0.4	-1.7	0	3	-6	0	-2
O=[N+]([O-])c1cccc(-c2csc(CS(=O)(=O)Cc3ccco3)n2)c1	-2	5	-0.1	-2.2	3	3	15	-1	4
COC(=O)c1ccccc1NS(=O)(=O)c1ccc(F)cc1	-2	-3	-0.2	0.0	0	-2	-6	4	-10

For convenience, some entries already given.
SMILES	Fam108B inh	PME-1 primary	Efflux pump inh	MEX-5 binding	GRK2 aptamer HTS	BCLXL inh	VLA-4 inh	GLD-1 RNA inh	MCL1-BIM inh
Cc1cc(/C=N/NC(=O)C(=O)N2CCCC2)c(C)n1-c1cccc(Br)c1	0	-7	0.0	-0.2	0	8	3	8	14
COc1cc(OC)c(C2Nc3ccccc3NC3=C2C(=O)CC(C)(C)C3)cc1OC (stereo not drawn)	-3	1	0.1	-1.4	0	4	13	5	10
Cc1ccccc1SC1CCN(Cc2nc(C3CC3)no2)CC1	0	7	0.0	-0.1	0	4	7	10	9
COc1cc(S(=O)(=O)N2CCN(c3ccccc3)CC2)ccc1Cl	1	5	0.2	0.1	0	1	22	-1	0
Cc1cc(C)cc(OCC(=O)Nc2ccc(S(=O)(=O)Nc3ccccn3)cc2)c1	1	0	0.1	0.2	1	-2	14	-1	-6

The list continues.
SMILES	Fam108B inh	PME-1 primary	Efflux pump inh	MEX-5 binding	GRK2 aptamer HTS	BCLXL inh	VLA-4 inh	GLD-1 RNA inh	MCL1-BIM inh
COc1ccc(-c2nnc3sc(-c4cccs4)nn23)cc1OC	-2	0	0.1	-2.9	3	-2	-13	0	-4
COc1ccc(N2C(=O)CS(=O)C(c3ccccc3)C2=O)cc1 (stereo not drawn)	2	2	-0.1	6.4	0	12	0	16	4
O=C(NC1CCCCC1)C(c1ccc2ncccc2c1)N(Cc1ccc2c(c1)OCO2)C(=O)c1cccs1 (stereo not drawn)	0	4	0.2	1.0	0	2	-7	4	-5
Cc1cc(NC(=O)CCS(=O)(=O)c2ccc(F)cc2)no1	-3	0	-0.2	2.0	0	5	8	4	3
O=C(O)/C(=C/c1ccco1)c1ccccc1	4	0	0.3	2.9	5	8	5	3	4
